Screening data (PubChem)
D2 agonist: agonists of human D2 dopamine receptor; activation, % at 2 µM; P14416; 0.53% of 340,000 active; HEK293 T-REx D2 cells, calcium flux agonist mode; AID 485358;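 active = activation over 3 SD above normal in the single-dose calcium agonist read, cut at about 30% in these data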; also: 0% is about no effect
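Tetracycline-induced HEK293 T-REx cells with force-coupled D2 receptor, plated overnight at 30 C, loaded with no-wash calcium dye. After a 10 s baseline, compound was pin-added and calcium flux read kinetically for 180 s; calcium rises flagged agonists.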
D2 antag: antagonizes the human D2 dopamine receptor | P14416 | HEK293 TREx D2 cells, calcium flux, dopamine EC80 | inhibition, % at 10 µM | 2% of 340,000 active; in the data active = inhibition above about 30%; also: 0% is about no effect
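Tetracycline-induced HEK293 TREx cells expressing D2 receptor forced-coupled to calcium signalling, loaded with no-wash calcium dye. Compounds added and calcium flux read 180 s, then dopamine added at EC80 and read a further 180 s.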
IDH1 R132H inh: inhibitors of human mutant IDH1 R132H; O75874; IDH1-R132H enzyme, NADPH consumption, diaphorase/resazurin fluorescence; Potency, µM (doses to about 76.6 µM), inactives show top-dose activity change, negative = inhibition, hits mostly inhibitors; 0.093% of 390,000 active; also: potency is read from the fitted curve at half-maximal effect; % is scaled to controls: 0 for no effect and ±100 for the full control effect; nearly all actives have a fitted effect of over 65% in size
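IDH1-R132H (0.5 ug/mL) preincubated 30 min with compound, then NADPH (0.016 mM) and alpha-KG (2 mM) added; 80 min at RT, pH 7.5. Remaining NADPH coupled via diaphorase/resazurin to fluorescence (540/590 nm); concentration-response curves normalized to no-enzyme control.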
TrxR1 substrate: is turned over as a substrate by rat TrxR1; 0.01% of 390,000 active; purified TrxR1 substrate turnover, NADPH consumption readout; AID 588456; Potency, µM (series often up to 114 µM), inactives show at the top dose activity change, negative = substrate turnover; also: potency is read from the fitted curve at half-maximal effect; % is scaled to controls: 0 for no effect and ±100 for the full control effect; nearly all actives have a fitted effect of over 50% in size
Target sequence (O89049 whole entry, looked up): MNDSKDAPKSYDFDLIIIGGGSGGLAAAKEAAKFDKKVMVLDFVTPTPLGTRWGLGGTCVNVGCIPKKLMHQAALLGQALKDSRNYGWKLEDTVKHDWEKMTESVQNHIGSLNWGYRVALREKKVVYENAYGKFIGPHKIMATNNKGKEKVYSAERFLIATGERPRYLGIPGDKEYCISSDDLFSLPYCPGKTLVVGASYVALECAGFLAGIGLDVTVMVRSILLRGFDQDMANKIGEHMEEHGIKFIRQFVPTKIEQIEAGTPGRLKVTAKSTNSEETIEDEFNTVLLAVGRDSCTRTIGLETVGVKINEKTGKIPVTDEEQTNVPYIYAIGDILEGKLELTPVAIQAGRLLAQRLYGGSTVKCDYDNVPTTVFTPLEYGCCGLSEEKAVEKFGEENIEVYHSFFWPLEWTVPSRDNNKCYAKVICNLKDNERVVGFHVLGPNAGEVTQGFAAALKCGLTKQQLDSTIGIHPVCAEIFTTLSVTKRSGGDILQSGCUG
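Rat TrxR1, dispensed at 90 nM, was prereduced with 400 uM NADPH (final) for 5 min at ~22 deg C, then incubated with compound 15 min before 400 uM selenite. A first-read NADPH fluorescence drop versus no-compound background flagged substrates.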
TrxR1 inh: blocks rat thioredoxin reductase 1; O89049; 1% of 390,000 active; recombinant rTrxR1, NADPH fluorescence consumption, selenite substrate; Potency, µM (series often up to 114 µM), for the others: top-dose activity change, negative = inhibition, most hits filed as inhibitors; also: potency is read from the fitted curve at half-maximal effect; % is scaled to controls: 0 for no effect and ±100 for the full control effect; nearly all actives have a fitted effect of over 65% in size
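Rat TrxR1 (90 nM in the dispensed reagent) was pre-reduced with 400 uM NADPH for 5 min at room temperature, then incubated with compound for 15 min. After 400 uM selenite was added, NADPH fluorescence (Ex 340/Em 450 nm) was followed for 8 min.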
TRHR agonist: activates the human TRH receptor; P34981; 0.18% of 360,000 active; TRHR cells, calcium flux fluo-8, FDSS agonist mode; activation, % at 2 µM; in the data active = activation above about 30%; also: 0% is about no effect
Target sequence (P34981 whole entry, looked up): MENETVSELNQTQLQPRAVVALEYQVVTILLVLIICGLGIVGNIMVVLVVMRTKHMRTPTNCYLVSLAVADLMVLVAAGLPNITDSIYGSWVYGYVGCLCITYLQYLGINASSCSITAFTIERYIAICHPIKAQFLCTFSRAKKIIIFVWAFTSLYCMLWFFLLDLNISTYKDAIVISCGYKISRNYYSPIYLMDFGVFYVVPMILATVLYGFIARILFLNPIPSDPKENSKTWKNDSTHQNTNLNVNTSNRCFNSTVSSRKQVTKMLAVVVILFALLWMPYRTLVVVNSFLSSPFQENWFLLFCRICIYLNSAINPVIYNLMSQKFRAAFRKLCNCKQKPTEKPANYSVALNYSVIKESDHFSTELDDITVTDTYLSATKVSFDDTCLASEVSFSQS
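In this calcium-flux screen, cells bearing human TRHR are dye-loaded with fluo-8, baselined for 10 cycles, then exposed to library compounds; positive kinetic calcium responses during the agonist phase mark hits, with TRH as control.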
USP1 inh: inhibitors of human USP1/UAF1 deubiquitinase; O94782; recombinant USP1/UAF1, Ub-Rhodamine cleavage fluorescence; Potency, µM (highest dose often 57.1 µM), inactives show top-dose activity change, negative = inhibition, actives largely listed as inhibitors; 0.23% of 390,000 active; AID 743255; also: potency is read from the fitted curve at half-maximal effect; % is scaled to controls: 0 for no effect and ±100 for the full control effect; nearly all actives have a fitted effect of over 60% in size; inactives centre near -12
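Step one: compound is pinned into 1nM USP1/UAF1 in HEPES pH 7.8 buffer with TCEP. Step two: 15 min room-temperature incubation. Step three: Ub-Rho (150nM final) starts cleavage, tracked by fluorescence over six one-minute reads.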
PI4K2A inh: inhibitors of human PI4K2A; Q9BTU6; activity change, negative = inhibition, % at 76.9 µM; 0.13% of 420,000 active; purified PI4K2A, ADP-Glo luminescence, 1 h; stronger effect = lower value; in the data active = activity change below about -50%; inconclusive = mostly about -30% to -49%;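 also: -100% = wells without enzyme as full effect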
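In this quantitative HTS, ADP production by PI4K2A was quantified luminescently after 1 h at ambient temperature; 100 microM adenosine served as plate-quality control.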
TRHR PAM: allosterically enhances the human TRH receptor. 0.66% of 360,000 active. TRHR cells, fluo-8 calcium fluorescence, EC20 TRH enhancement. AID 493056. enhancement, % at 2 µM. P34981; in the data active = enhancement above about 30%; also: 0% is about no effect
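TRHR-expressing cells loaded with fluo-8 calcium dye were read kinetically (ex 480/em 530) during compound addition, then stimulated with an EC20 of TRH (10 nM final). Enhancement of the Gq-mediated intracellular calcium response was scored.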
* hit, by the source's call; ? = inconclusive; / = not tested or not shown; [ ] = dose if it differs, or a comment. Unless noted, calls follow the shape of the dose curve; as a rule, active = well fitted inhibition curve with a large enough effect; inconclusive = small, poorly fitted or top-dose-only effect; inactive = no such curve, though single readings can be large or run the other way.

SMILES	D2 agonist	D2 antag	IDH1 R132H inh	TrxR1 substrate	TrxR1 inh	TRHR agonist	USP1 inh	PI4K2A inh	TRHR PAM
COc1ccccc1C/C(N)=N/OC(=O)c1ccc(C)c([N+](=O)[O-])c1	/	/	2%	1%	11%	-0.6	-11%	0	-7
CCc1cc(=O)[nH]c(SCC(=O)Nc2ccc3c(c2)OCCO3)n1	0.0	1	9%	-9%	-11%	0.0	-8%	-4	4
O=C(CNC(=O)C1CC1)Nc1ccc(F)c(F)c1F	/	/	2%	-4%[2.29 µM]	3%[57.1 µM]	/	-13%	1	/
Cc1cc2ccccc2c(=O)n1CC(=O)N(C)c1ccc(F)cc1	/	/	5%	5%	1%	-0.5	-9%	8	3
O=C(NCC(c1ccc2c(c1)OCO2)N1CCN(c2ccccc2)CC1)c1ccccc1 (configuration not stated)	/	/	-15%	-8%[57.1 µM]	4%[57.1 µM]	-0.4	-20%	0	2
COc1ccc(C(=O)NCCN2CCOCC2)c(OC)c1	1.9	16	8%	-9%[57.1 µM]	20%[57.1 µM]	-0.1	-16%	-25	2
COc1ccc(OCCOc2ccccc2[N+](=O)[O-])cc1	-0.8	-3	0%	3%	15%	-1.3	-13%	-3	-4
O=C(NNC(=O)C1CCN(S(=O)(=O)c2ccccc2)CC1)c1ccccc1O	2.6	-11	15%	11%	0%	0.2	-5%	4	3
CC(C)Oc1ccc(/C=N/NC(=O)C2CCCN2S(=O)(=O)c2ccc(Cl)cc2)cc1 (configuration not stated)	1.1	9	6%	-8%	6%[57.1 µM]	-0.1	-22%	1	1
O=C(N/N=C/C=C\c1ccccc1[N+](=O)[O-])c1ccco1	/	/	-5%	-10%	0%	0.3	-1%	4	0
CC(C)(C)C(=O)Nc1c(Cl)cccc1OC(F)(F)F	0.9	12	0%	-10%	-15%	1.4	-9%	6	-8
CCCS(=O)(=O)N1CC(=O)N(c2cc(C)ccc2C)C(C)(C(=O)NC2CCCCCC2)C1 (configuration not stated)	/	/	-10%	-3%	11%	-0.6	?	-2	-4

Arranged by length of the SMILES (ascending): some entries from above
SMILES	D2 agonist	D2 antag	IDH1 R132H inh	TrxR1 substrate	TrxR1 inh	TRHR agonist	USP1 inh	PI4K2A inh	TRHR PAM
Cc1cc2ccccc2c(=O)n1CC(=O)N(C)c1ccc(F)cc1	/	/	5%	5%	1%	-0.5	-9%	8	3
O=C(N/N=C/C=C\c1ccccc1[N+](=O)[O-])c1ccco1	/	/	-5%	-10%	0%	0.3	-1%	4	0
CC(C)Oc1ccc(/C=N/NC(=O)C2CCCN2S(=O)(=O)c2ccc(Cl)cc2)cc1 (configuration not stated)	1.1	9	6%	-8%	6%[57.1 µM]	-0.1	-22%	1	1

The results go on:
SMILES	D2 agonist	D2 antag	IDH1 R132H inh	TrxR1 substrate	TrxR1 inh	TRHR agonist	USP1 inh	PI4K2A inh	TRHR PAM
CCN(CC)C(=O)C1CCN(Cc2ccc(OCc3ccccc3)c(OC)c2)CC1	/	/	-1%	0%	19%	0.3	-11%	4	-4
Cc1ccc(S(=O)(=O)N(c2ccc(Br)cc2)C2C=CS(=O)(=O)C2)cc1 (configuration not stated)	-0.1	-3	-1%	-7%	-5%	-0.6	-14%	1	-2
CC(=O)Nc1ccc(NS(=O)(=O)c2cc(-c3cnc(C4CC4)o3)ccc2C)cc1	2.7	23	1%	-3%	22%	-1.1	-16%	2	3
C=CCNC(=S)NNC(=O)COc1ccc(Cl)cc1Cl	0.3	-21	6%	-7%	?	0.4	-8%	-3	13
COc1cc(OC)c(NC(=O)CCn2cnc3onc(-c4ccc(F)cc4)c3c2=O)cc1Cl	0.2	/	-4%	-6%	24%	1.2	-16%	-3	29
CC(C)C(=O)NC(=S)/C=C1/N(C)c2ccccc2C1(C)C	-0.3	-2	8%	-12%	-4%[57.1 µM]	-0.2	-17%	-1	26
CCCCN(C)C(=O)c1nc2ccccn2c1CN1CCN(c2cnccn2)CC1	0.2	-11	7%	0%	4%	-0.5	1%	11	-2
O=C(NC(=S)Nc1cccc2cnccc12)c1ccccc1	0.4	-5	10%	7%	-16%	-1.0	-18%	-20	3
CN(c1ccc(C(=O)NCc2ccccc2)cc1)S(C)(=O)=O	0.9	-6	4%	8%	26%	0.3	4%	-2	7
Cc1[nH]c2ccccc2c1SCCNC(=O)c1ccccc1F	0.1	/	0%	-3%	13%	0.3	1%	1	-4
N=C(N)SCc1cccc2ccccc12	-1.0	-2	13%	2%	-2%	-2.7	-4%	5	7
COc1cc(C2C(C(=O)c3ccco3)=C(O)C(=O)N2Cc2ccccc2)ccc1O (configuration not stated)	-0.4	2	26%	-16%	18%[57.1 µM]	-0.4	-18%	-1	0

Ordered by the number under TRHR agonist (falling): 7 of the compounds above
smiles | TRHR agonist
C=CCNC(=S)NNC(=O)COc1ccc(Cl)cc1Cl | 0.4
Cc1[nH]c2ccccc2c1SCCNC(=O)c1ccccc1F | 0.3
CC(C)C(=O)NC(=S)/C=C1/N(C)c2ccccc2C1(C)C | -0.2
CCCS(=O)(=O)N1CC(=O)N(c2cc(C)ccc2C)C(C)(C(=O)NC2CCCCCC2)C1 (configuration not stated) | -0.6
O=C(NC(=S)Nc1cccc2cnccc12)c1ccccc1 | -1.0
CC(=O)Nc1ccc(NS(=O)(=O)c2cc(-c3cnc(C4CC4)o3)ccc2C)cc1 | -1.1
COc1ccc(OCCOc2ccccc2[N+](=O)[O-])cc1 | -1.3

Other results.
SMILES	D2 agonist	D2 antag	IDH1 R132H inh	TrxR1 substrate	TrxR1 inh	TRHR agonist	USP1 inh	PI4K2A inh	TRHR PAM
O=c1[nH]c(C2CCN(S(=O)(=O)Cc3ccccc3)CC2)nc2c1nnn2Cc1ccccc1Cl	0.9	-18	-2%	1%	36%	1.4	-11%	-3	-2
CCN(CC)C(=O)c1cc(-c2ccc3c(c2)OCO3)on1	-0.8	-5	-7%	-21%	?	0.6	-6%	3	4
COc1ccc(C(=O)n2nnc3ccccc32)cc1Br	-0.4	-8	6%	7%	4µM*	-0.6	-9%	0	-3
CCOc1ccc(S(=O)(=O)c2c[nH]c3ccc(C)cc3c2=O)cc1	-0.7	13	-3%	-1%	23%	0.3	1%	0	3
C/C(=N/NC(=O)C1COc2ccccc2O1)c1ccco1 (configuration not stated)	-0.4	-7	4%	2%	12%	-0.1	3%	-5	1
CC(=O)Nc1c(N)c2ccccc2oc1=O	2.5	-14	-4%	6%[57.1 µM]	19%[57.1 µM]	0.4	-12%	1	1
O=C(COC(=O)c1cccc(S(=O)(=O)Nc2ccc(F)cc2)c1)NCCN1C(=O)CSC1=O	0.1	3	3%	6%	14%	-0.2	-15%	2	-2
COc1ccc(/C=N/NC(=O)c2ccc(NC(=O)c3cccc([N+](=O)[O-])c3)cc2)c(OC)c1	-0.6	-10	-2%	-3%	8%[57.1 µM]	0.3	-16%	2	3
O=C(O)COc1ccc2oc3c(c2c1)CCCC3	/	/	10%	0%	33%	0.6	3%	2	-1
COC(=O)c1cc(S(=O)(=O)C(C)C)c(S(C)=O)s1 (configuration not stated)	1.5	-13	5%	4%	?	0.1	-7%	-4	-5
CCOC(=O)c1cnc(SCC(=O)Nc2ccc(NC(=O)CC)c(OC)c2)nc1N	0.4	9	0%	-12%	-10%	-0.5	-7%	-19	-8
C/C(=N\OCc1ccccc1)c1c(O)cc(C(C)C)n(-c2ccccc2)c1=O	2.2	8	0%	-5%	3%	0.1	-2%	1	-1
Cn1cc(Cl)c(C(=O)NNC(=S)NCc2ccco2)n1	1.6	-23	-3%	-1%	1%	0.6	-23%	6	-2
CC(=O)Nc1c(C(=O)Nc2ccc3c(c2)OCO3)oc2ccccc12	0.0	-20	6%	-5%	15%	-1.1	-15%	4	-7
Cc1ccc(Cl)cc1N1CCN(C(=O)c2ccc(CS(=O)(=O)c3ccc(Br)cc3)o2)CC1	/	/	20%	1%	-11%	-0.4	-4%	-2	13
Clc1ccc(-c2cc3ccccc3[nH]2)cc1	0.4	19	9%	52%[activator]	30%	0.2	-24%	1	-4
COc1ccccc1N1CCN(Cc2ccc(Br)o2)CC1	-1.8	-3	4%	-3%	-11%	-3.5	-9%	-1	-1
CCn1c(SCC(=O)c2ccc(Cl)cc2)nnc1-c1ccoc1C	1.8	-1	1%	2%	?	-0.9	-13%	-10	-3
Cc1ncc(CSCC(=O)Nc2cc(C(F)(F)F)ccc2Cl)c(CO)c1O	/	/	5%	-3%	-18%	-0.2	-4%	2	-5
Cn1c(C(=O)NCCN2CCN(c3ccccc3F)CC2)cc2c(=O)n(C)c3ccccc3c21	54*	95*	-5%	0%[57.1 µM]	20%[57.1 µM]	-0.9	1%	-18	-8
CCOC(=O)c1c(NC(=O)c2cc(-c3ccc(Cl)s3)nc3ccccc23)sc(C(N)=O)c1C	-0.5	-7	1%	2%	-2%	1.4	-17%	4	2
CCOc1ccccc1NC(=O)C(=O)/C=C(\O)c1cc(OC)ccc1OC	-0.3	2	0%	-12%	-33%	0.1	-10%	2	-1
N#Cc1ccc(OCCN2C(=O)NC3(CCSC3)C2=O)cc1 (configuration not stated)	0.3	-9	-8%	10%[57.1 µM]	2%[57.1 µM]	0.1	-20%	-2	3
CC(=O)Oc1ccccc1-n1c(C)nc(=O)c(-c2ccccc2)c1C	-1.2	-20	7%	-6%[57.1 µM]	11%[57.1 µM]	-0.2	-7%	2	-4
Cc1cc(OCC(=O)c2cccc(C(F)(F)F)c2)n2cnnc2n1	0.8	6	-3%	7%	24%	1.0	-11%	-1	3
